Assay outcomes as filed in PubChem.
pAkt inh: HTS Assay for Inhibitors of Akt Phophorylation: Primary Screen | Neuro2A IGF-stimulated pAkt S473 HTRF, 20 min; stronger effect = lower value | activity change, % for hits at 50 µM | 360,000 compounds, 0.32% hits | AID 651550, 2012; in the data active = activity change below about -80%; inconclusive = mostly about -51% to -80%; also: % is scaled to controls: 0 for no effect and ±100 for the full control effect
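Neuro2A cells in DMEM with 0.5% FBS, overnight at 37 deg C, given compound at single 50 µM final, then IGF (6 nM final) for 20 min at 37 deg C. Lysed; phospho-Akt Ser473 by HTRF after 24 h, 665/615 ratio.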
Nrf2 ARE act: qHTS of Nrf2 Activators; AREc32 ARE-luciferase reporter (MCF7-derived line), luminescence, 24 h; Potency, µM (top dose mostly 46.1 µM), inactives show at the highest dose activation, usual class: activators; 410,000 compounds, 0.31% hits; also: potency is read from the fitted curve at half-maximal effect; % of control where 0% means no effect; nearly all actives have a fitted effect of over 65% in size
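Quantitative high-throughput format: AREc32 reporter cells, 1000 per well, received compound by pin transfer and were incubated 24 hr at 37 deg C, 5% CO2, before Steady-Glo luminescence detection.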
Abeta yeast res: qHTS for compounds that reverse cellular toxicity of Amyloid beta (A-beta) peptide in yeast: Primary Screen | yeast expressing A-beta42, growth rescue, OD600, 48 h; response scale: 0% DMSO, 100% iron-clioquinol control | Potency, µM (highest dose often 46.1 µM), for the others: at the highest dose growth rescue, usual class: activators | 410,000 compounds, 0.063% hits | AID 1347071, 2019; also: potency is read from the fitted curve at half-maximal effect; nearly all actives have a fitted effect of over 55% in size
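Yeast growth medium received pinned compounds, then yeast cells expressing toxic A-beta were added; plates incubated at 30 C for 48 hr. Growth read as absorbance at 600 nm, normalized to DMSO and equimolar FeCl3 plus clioquinol controls.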
HepG2 viability: qHTS for Inhibitors of TGF-b: Cytotox Counterscreen | 410,000 compounds, 0.76% hits | AID 588856, 2011 | Potency, µM (top dose mostly 46.1 µM), for the others: at the top dose activity change, negative = cytotoxicity, most hits filed as cytotoxic | HepG2 CAGA-GFP viability, ATP luminescence, 18 h; also: potency is read from the fitted curve at half-maximal effect; some results filed as inactive show a strong effect at the top dose
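CellTiter-Glo luminescence gave cytotoxicity after 18 hours at 37 degrees C. The cells were HepG2 CAGA-GFP in 1% FBS DMEM, stimulated with 500 pg/mL TGF-beta after compound addition. %Activity was normalised to no-cell wells (complete cell-killing) and DMSO (no toxicity), and curves were fitted and classified.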
Mm-Cpn inhibitor: Inhibitors of TCP-1 ring complex (TRiC) of Methanococcus maripaludis (MmCpn): qHTS | AID 504842, 2011 | 330,000 compounds, 0.031% hits | Potency, µM (highest dose often 76.9 µM), inactives show at the top dose activity, negative = inhibition, usual class: inhibitors | purified Mm-Cpn ATPase, ADP Transcreener TR-FRET | Chaperonin Mm-Cpn (Methanococcus maripaludis); also: potency is read from the fitted curve at half-maximal effect; % is scaled to controls: 0 for no effect and ±100 for the full control effect; nearly all actives have a fitted effect of over 80% in size
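Quantitative HTS used 25 nM Mm-CPN and 10 uM ATP in magnesium/KCl Tris buffer, pH 7.4, with 1 mM DTT. Hydrolysis ran 30 min at 37°C; ADP was read by HTRF.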
TGFb SMAD3 inh: qHTS for Inhibitors of TGF-b. HepG2 CAGA-GFP TGF-b/SMAD3 reporter, GFP fluorescence, 18 h; TGF-beta stimulated, 500 pg/mL final. Potency, µM (series often up to 46.1 µM), for inactives: at the highest dose activity, negative = inhibition, usual class: inhibitors. 410,000 compounds, 1.2% hits; also: potency is read from the fitted curve at half-maximal effect; % is scaled to controls: 0 for no effect and ±100 for the full control effect; nearly all actives have a fitted effect of over 65% in size
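Cell-based qHTS in HEPG2 carrying a CAGA-GFP Smad reporter; compounds added before 500 pg/mL final TGF-beta, 18 h incubation at 37 degrees C, GFP fluorescence quantified per cell by imaging cytometry.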
CCT modulator: High-Throughput Screening for Modulators of Cytosolic Chaperonin Activity | activity change, % (concentration not given with the values), hits read low | AID 651819, 2012 | 360,000 compounds, 0.3% hits | purified chaperonin ATPase assay, HTRF ADP detection, 30 min; in the data active = activity change below about -30%; also: % is scaled to controls: 0 for no effect and ±100 for the full control effect
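First, chaperonin was dispensed at 40 nM or 20 nM final depending on batch activity. Next, compounds were pinned at 76 uM and ATP added at 10 uM. After 30 min at 37 °C, ADP detection reagents ran 30 min at ambient temperature.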
A549 viability: Nrf2 qHTS screen for inhibitors: counterscreen for cytotoxicity; Potency, µM (doses to about 46 µM), without a hit: at the highest dose activity change, negative = cytotoxicity, actives largely listed as inhibitors; A549 ARE-Fluc cells, CellTiter-Fluor viability, 18-24 h; 390,000 compounds, 0.16% hits; also: potency is read from the fitted curve at half-maximal effect; % is scaled to controls: 0 for no effect and ±100 for the full control effect
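A549 ARE-Fluc cells in 5% FBS OPTI-MEM, 5000 cells/well, rested 2 h then exposed to compounds in concentration-response for 18-24 h at 37 °C. Viability by CellTiter-Fluor fluorescence (Ex 405/Em 525) after 30 min; luciferase luminescence (BugLite, 15 min, RT) read afterwards.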
Nrf2 inh: Nrf2 qHTS screen for inhibitors. 360,000 compounds, 2.1% hits. A549 ARE-Fluc reporter, luciferase luminescence, 18-24 h. Potency, µM (doses to about 46 µM), for the others: top-dose activity change, negative = inhibition, hits mostly inhibitors. AID 504444, 2011; also: potency is read from the fitted curve at half-maximal effect; % is scaled to controls: 0 for no effect and ±100 for the full control effect; nearly all actives have a fitted effect of over 60% in size
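A549 ARE_Fluc cells (5000/well, 5% FBS OPTI-MEM) pre-incubated 2 h, then treated with compounds 18-24 h at 37C/5% CO2 in concentration-response. CellTiter-Fluor viability read first; BugLite luciferase luminescence after 15 min at room temperature gives Nrf2 activity.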
Active calls of the source: *; i = inactive; ? = inconclusive; . = no result given; [ ] = dose if it differs, or a comment. Unless noted, calls follow the shape of the dose curve; as a rule, active = well fitted curve in the direction sought with a large enough effect; inconclusive = small, poorly fitted or top-dose-only effect, or another doubt; inactive = no such curve, though single readings can be large; an effect the other way counts as inactive or inconclusive.

SMILES	pAkt inh	Nrf2 ARE act	Abeta yeast res	HepG2 viability	Mm-Cpn inhibitor	TGFb SMAD3 inh	CCT modulator	A549 viability	Nrf2 inh
O=C1CC(N2CCN(c3ccc(C(=O)c4ccc(F)cc4)cc3)CC2)C(=O)N1 (stereo not given)	i	6.4%	9%	-4%	0%	13%	-3.3	0%	.
COc1ccc(C2NC(=O)c3sc(=S)n(-c4ccccc4)c3N2)cc1 (stereo not given)	i	3.7%	4%	9%	1%	?	1.5	-1%	0%
O=C(NNC(=O)C1CCN(Cc2ccc(Cl)c(Cl)c2)CC1)c1cccs1	i	-0.7%	-5%	-45%	-1%	?	-5.3	0%	-10%
COc1ccc2[nH]c(=O)c(CN(Cc3cccs3)Cc3nnnn3Cc3ccccc3)cc2c1	.	3.5%	12%	-34%	-3%	-1%	-2.1	-17%	?
O=C(COC(=O)c1c2c(nc3ccccc13)/C(=C/c1ccco1)CC2)NC1CCCC1	i	10%	-26%	-2%	-1%	?	-1.6	?	5%
COc1ccccc1/C=C/C(=O)Nc1ccc(N2CCOCC2)cc1	i	0.2%	-8%	3%	2%	25%	0.0	-23%	12µM*
CCn1ncc([N+](=O)[O-])c1C(=O)n1nc(C)cc1C	i	2.9%	-13%	2%	-1%	24%	-0.4	3%	?
COc1ccccc1C(=O)NCCC(=O)N1CCCCC1	i	-0.1%	14%	1%	1%	-1%	0.3	0%	14%
Cc1onc(-c2ccccc2Cl)c1C(=O)Nc1cccc(S(=O)(=O)NC2=NCCC2)c1	i	-0.4%	0%	5%	-1%	4%	-1.4	2%	-8%
CC(C)c1nnc(NC(=O)c2cccc(NC(=O)C(F)(F)F)c2)s1	i	-0.6%	7%	-14%	-1%	-1%	-1.3	1%	?
OC[C@@H]1CN(Cc2ccc(Cl)cc2)C[C@H](n2cnc3c(NCc4ccc(F)cc4)ncnc32)O1	i	-1.2%	-4%	-32%	.	?	-0.2	.	.
COc1ccc(C2C3=C(N=C4SCC(=O)N42)c2ccccc2CC3)cc1 (stereo not given)	i	6.7%	19%	4%	-8%	7%	-2.9	-9%	7%
CCOC(=O)N1CCN(C(=S)NC)CC1	i	0.2%	4%	-6%	-8%	3%	-1.7	1%	11%
CCCCN(C(=O)C1CC(=O)N(CCc2ccc(OC)c(OC)c2)C1)c1c(N)n(CC(C)C)c(=O)[nH]c1=O (stereo not given)	i	-0.5%	2%	-10%	.	-2%	-0.7	1%	-4%
O=C(Nc1ccc(-c2nc3cccnc3s2)cc1)c1ccc(Cl)nc1	i	4.2%	-1%	5%	-1%	-16%	-0.1	-2%	21%
Cc1nn(C(=O)c2ccco2)c(C)c1Sc1ccc(Cl)cc1	i	0.5%	0%	1%	-1%	0%	-4.4	7%	0%
CC1(C)CC2CC(C)(CN2C(=O)COC(=O)c2cccc([N+](=O)[O-])c2)C1 (stereo not given)	i	-0.6%	4%	-1%	-1%	7%	-2.4	0%	3%
CC(=O)N1CCN(Cc2ccc(Br)s2)CC1	i	-0.9%	19%	-1%	-2%	26%	0.9	-1%	.
COCCN1CCN(Cc2cn[nH]c2-c2cc3ccccc3o2)CC1	i	-0.7%	0%	-3%	2%	-5%	0.9	-2%	6%
O=C(CCC(=O)c1cccs1)OCC(=O)N1CCN(S(=O)(=O)c2ccccc2)CC1	i	-0.5%	12%	-5%	0%	-1%	1.0	-19%	5%
O=C(COc1ccccc1Cl)NCCCNC(=O)c1ccccn1	i	-0.3%	-6%	-7%	0%	-18%	1.8	1%	?
CCc1ccc2[nH]c(=O)c(CN(Cc3ccccc3)C(=O)Nc3ccccc3OC)cc2c1	i	0.6%	25%	-24%	1%	-23%	-1.4	-23%	7.3µM*
CCCn1c(NC(=O)CCNC(=O)c2ccccc2Cl)nc2ccccc21	i	5.9%	-3%	-24%	-1%	?	-0.3	0%	13%
COc1cccc(-n2c(=O)c3c4c(sc3n(Cc3ccc(F)cc3Cl)c2=O)CCCC4)c1	.	3.6%	-8%	-3%	.	-12%	.	-4%	2%
N#CCCn1cnc2ccccc21	i	0.1%	0%	10%	0%	4%	-1.5	-4%	4%

Going on with the list:
SMILES	pAkt inh	Nrf2 ARE act	Abeta yeast res	HepG2 viability	Mm-Cpn inhibitor	TGFb SMAD3 inh	CCT modulator	A549 viability	Nrf2 inh
Cc1ccnc(NS(=O)(=O)c2ccc(NC(=O)CCS(=O)(=O)c3ccccc3)cc2)n1	i	-0.7%	-7%	9%	-1%	2%	-18	2%	5%
Nc1ncnc(Nc2ccc(F)cc2)n1	i	-0.3%	-7%	0%	2%	-2%	2.2	-5%	0%
CC(C)(C)NC(=O)C(c1cccs1)N(C(=O)c1csnn1)c1ccccc1F (stereo not given)	i	-1.1%	-8%	-13%	0%	-8%	-2.8	-4%	-1%
Cc1ccccc1C(=O)OCc1cnc(Cl)s1	i	1.9%	3%	-19%	1%	-16%	-0.2	14%	7%
Cn1c(=O)c2c(-c3ccccc3Cl)n(-c3cc(Cl)ccc3O)cc2n(C)c1=O	.	5.1%	-2%	-33%	.	?	.	-1%	19%
COc1ccc(CNCc2ccc(C(=O)O)s2)cc1	.	-0.7%	-3%	8%	.	?	.	-3%	9%
COc1ccc(-c2nnc(SCC(=O)Nc3ccccc3C)o2)cc1OC	.	0.2%	-19%	-20%	.	-4%	.	8%	-1%
COc1ccc(N2CCN(S(=O)(=O)c3cn(C)c(=O)n(C)c3=O)CC2)cc1	i	-0.8%	-2%	-4%	-8%	-12%	1.3	4%	-4%
CCCS(=O)(=O)NC(=O)C1(C)CCCN(C(=O)c2c(OC)cccc2OC)C1 (stereo not given)	i	-0.4%[9.22 µM]	13%	-18%	.	7%	-1.9	.	.
CC1CCCCN1S(=O)(=O)c1ccc(C(=O)Nc2ccccc2-c2nc3ccccc3[nH]2)cc1 (stereo not given)	i	-0.1%	5%	-31%	-3%	0%	-1.4	-27%	23µM*
O=C(NCCS(=O)(=O)N1CCN(c2ccc(F)cc2)CC1)c1ccc(Br)o1	.	1.2%	-6%	-34%	-1%	?	-4.3	-1%	-6%
CSc1nc(O)c(C(c2ccccc2Cl)c2c(O)nc(SC)[nH]c2=O)c(=O)[nH]1	i	8.4%	-1%	-22%	.	6%	-0.6	-11%	-23%
CN(C(=O)c1cccc(NC(=O)Cc2ccc(NC(=O)C3CCCN(S(=O)(=O)c4cccc([N+](=O)[O-])c4)C3)cc2)c1)C1CCCCC1 (stereo not given)	i	1.7%	2%	-7%	.	?	-0.4	-3%	-20%
CCOc1ccc(-n2c(SCC(=O)Nc3cc(C)ccc3C)nc3c([nH]c4ccccc43)c2=O)cc1	.	-0.4%	-15%	-1%	.	4%	.	-1%	.
O=C1OCCN/C1=C\C(=O)c1ccccc1	i	2.3%	-7%	-16%	0%	0%	-0.4	0%	4%
CN(C)N=Nc1nc2c([nH]1)c(=O)n(C)c(=O)n2C	i	0.7%	-8%	-62%	0%	0%	1.7	-7%	8%
CCOC(=O)C1C(=O)C(=O)N(Cc2ccccc2)C1C(=O)OCC (stereo not given)	i	-0.7%	0%	5%	.	-6%	-2.8	-12%	-6%
Cc1nnc2ccc(-c3ccc(NS(=O)(=O)c4ccccc4)cc3)nn12	i	3.6%	0%	5%	-1%	15%	-0.4	-8%	4%
COCCNc1nnc(SCC(=O)Nc2cc(-c3ccccc3)nn2-c2ccccc2)s1	i	2.6%	8%	-24%	-4%	?	-3.6	-7%	3%
CN(CC(=O)Nc1ccc(F)cc1)CC(=O)NC1CCCCC1	i	0.4%	3%	13%	0%	3%	2.2	2%	-13%
Cc1ccc(-n2ncc3ccccc3c2=O)cc1Cl	i	-0.7%	-12%	10%	-11%	7%	0.0	0%	?

Rewritten with bars between the fields: 5 of the compounds above.
mol | pAkt inh | Nrf2 ARE act | Abeta yeast res | HepG2 viability | Mm-Cpn inhibitor | TGFb SMAD3 inh | CCT modulator | A549 viability | Nrf2 inh
CC1CCCCN1S(=O)(=O)c1ccc(C(=O)Nc2ccccc2-c2nc3ccccc3[nH]2)cc1 (stereo not given) | i | -0.1% | 5% | -31% | -3% | 0% | -1.4 | -27% | 23µM*
O=C(NCCS(=O)(=O)N1CCN(c2ccc(F)cc2)CC1)c1ccc(Br)o1 | . | 1.2% | -6% | -34% | -1% | ? | -4.3 | -1% | -6%
CSc1nc(O)c(C(c2ccccc2Cl)c2c(O)nc(SC)[nH]c2=O)c(=O)[nH]1 | i | 8.4% | -1% | -22% | . | 6% | -0.6 | -11% | -23%
CN(C(=O)c1cccc(NC(=O)Cc2ccc(NC(=O)C3CCCN(S(=O)(=O)c4cccc([N+](=O)[O-])c4)C3)cc2)c1)C1CCCCC1 (stereo not given) | i | 1.7% | 2% | -7% | . | ? | -0.4 | -3% | -20%
CCOc1ccc(-n2c(SCC(=O)Nc3cc(C)ccc3C)nc3c([nH]c4ccccc43)c2=O)cc1 | . | -0.4% | -15% | -1% | . | 4% | . | -1% | .

This is a random part of the collection; 4.3% or so of the library scored in one or more.
